# Assay outcomes from PubChem BioAssay.
# PMI inhibitors – inhibitors of human PMI, primary screen, biochemical, fluorescence intensity, coupled assay (AID 1209); purified PMI enzyme, coupled fluorescence intensity; higher % means a stronger effect; inhibition, % at 20 µM; hits with a dose series show IC50 in µM; hit rate 0.42% among 190,000; in the data active = inhibition above about 50%;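 note: plate controls were DMSO vehicle for no effect and wells lacking substrate for full effect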
# Myeloid diff 2 – compounds promoting myeloid differentiation; calls only at 10 µM; ER-HoxA9 myeloid progenitors, lysozyme-GFP differentiation, flow cytometry; hit rate 1% among 360,000;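 active = normalized GFP-positive differentiation at or above the plate's own cutoff, the solvent-only control mean plus 3 SD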;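 note: cells exposed to compound for four days before flow analysis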
# TNAP activation fold – human TNAP enzyme activators, primary screen, biochemical, luminescent, no phosphate acceptor, uHTS (AID 1001). hit rate 0.03% among 200,000. purified TNAP, luminescent activation assay, no phosphate acceptor; higher activation fold means a stronger effect. one-dose activation fold at 20 µM; EC50 in µM for titrated hits; in the data active = activation fold from about 3, or a potency from the dose series; inactive = the rest, 99 in 100 with activation fold below about 1.6; note: many of its hits are not listed in these tables
# Hep lipid drop – modulators of hepatic lipid droplet formation. AID 1656. AML12 mouse hepatocytes, oleate lipid droplets, BODIPY imaging. inhibition, % at 6.5 µM. hit rate 0.4% among 240,000;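 active = lipid droplet intensity inhibited by at least 50%, with more than 500 cells counted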
#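 Material: mouse AML12 hepatocyte cell line, fixed after treatment; Timing: compound with oleate, overnight; Technique: high-content imaging of BODIPY-stained droplets and DAPI nuclei; Probe or stimulus: oleate, 100 µM final; Dosing: compound at 6.5 µM only.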
# Dynein cargo inh – blocks dynein driven cargo transport along microtubules | AID 1381 | z-score, hits read low | 3617.4 mouse cells, GR-EGFP nuclear translocation imaging; test concentration mostly 20 µM; stimulated with dexamethasone, 1 µM; active compounds read low | hit rate 0.47% among 220,000;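 active = plate z-score of nuclear minus cytoplasmic receptor signal below a set negative limit, without overly bright fluorescence or cell loss, cut at about -3.5 in these data, passing the limit was not always enough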;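 note: z-score of nuclear minus cytoplasmic ring GR-EGFP intensity difference per well; some compounds called inactive have numbers as strong as hits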
#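 Buffer or medium: Induction medium lacking tetracycline, stripped serum | Also added: Dexamethasone agonist, 1.0 µM final, for 30 min | Timing: 48 h induction, 1 h compound, 30 min dex at 37 °C | Detection: Formaldehyde fixation, Hoechst nuclear stain, 10x automated fluorescence imaging | Measure: Nuclear versus cytoplasmic GR-EGFP signal, averaged per well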
# b-catenin transl – beta-catenin nuclear translocation modulation | HeLa beta-catenin nuclear translocation, immunofluorescence imaging | nuclear translocation activity, % at 5 µM | hit rate 0.3% among 190,000 | AID 1665;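 active = nuclear translocation activity above 50% at 5 µM, with a well cell count of 50 or more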;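 note: per-cell ratio of nuclear to cytoplasmic median beta-catenin stain intensity; plate controls were DMSO negative control for no effect and GSK-3 inhibitor IX positive control for full effect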
#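 Read-out: Nuclear/cytoplasmic beta-catenin signal ratio, % activation | Assay system: Human HeLa cell line | Times: 24 h compound exposure at 37°C, 5% CO2 | Signal: Fluorescence imaging of beta-catenin antibody stain plus DAPI | Dosing: 5 µM primary, 0.02–20 µM confirmation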
# Ins promoter up – MIN6 insulin promoter up-regulation. z-score at 5 µM. MIN6 insulin promoter-GFP reporter, high-content imaging; active compounds read high. hit rate 0.3% among 190,000;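 active = z-score above 3 at 5 µM with at least 500 cells counted in the well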
# T cell HTS – modulates CD8 T cell binding to vesicles. AID 2052. 2C CD8+ T cell-vesicle binding, flow cytometry; active compounds read low. hit rate 0.068% among 330,000. calls only at 7 µM;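 active = response, share of CD8 T cells binding vesicles, and their 90th percentile fluorescence all below set limits, cut at about 80% in these data, passing the limit was not always enough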
#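 Assay system: 2C TCR transgenic mouse naive CD8+ T cells, MACS-purified | Read-out: CD8+ gate FL2 mean fluorescence as % of same-row positive control | Signal: High-throughput flow cytometry with anti-B7-1 and anti-CD8 staining | Timing: Binding step 1.5 h, 37 °C, antibody labelling 20 min, ice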
# MT stabilizer – stabilizes microtubules in HeLa cells; % tubulin-high responders, % at 10 µM; HeLa tubulin immunostaining HCS, 24 h; share of cells brighter than vehicle mean+2SD; hit rate 0.83% among 200,000; AID 2205;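 active = plate Z-score above 3 for both tubulin-high and condensed-nucleus cell shares, with cell loss under 80%, at 10 µM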;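 note: anti alpha tubulin signal scored within the nucleus-defined area of each cell; some results filed as inactive read as strong as hits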
# Dynein cargo inh cytoplasmic EGFP – further read-out of Dynein cargo inh, marked with its call; z-score; measured here: cytoplasmic GR-EGFP intensity; active compounds read high
# Dynein cargo inh nuclear GR-EGFP – also measured in Dynein cargo inh; calls as there; z-score; measured here: nuclear GR-EGFP intensity;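 lower value marks the stronger effect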
# Dynein cargo inh cell count – second read-out of Dynein cargo inh, no call of its own (marks repeat the call); z-score; measured here: cell count per field
# Ins promoter up cell count – further read-out of Ins promoter up, marked with its call; cell count; measured here: cytotoxicity, nuclei count;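 total cells summed across four imaged fields per well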
# Hep lipid drop cells 6.5 µM – also measured in Hep lipid drop; calls as there; cell count; measured here: cell count, cytotoxicity flag;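 cells counted across two imaged fields per well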
# b-catenin transl cell count 5 µM – also measured in b-catenin transl; calls as there; cell count; measured here: cell count, cytotoxicity flag
# T cell HTS vesicle-bound % – also measured in T cell HTS; calls as there; double positive events, %; measured here: CD8+ vesicle-bound cell fraction;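 binding gate set so that unloaded-vesicle control wells show 10% double positive cells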
# MT stabilizer Hoechst-high % – also measured in MT stabilizer; calls as there; % Hoechst-high responders; measured here: nuclear condensation Hoechst responders;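 share of cells brighter than vehicle mean plus two SD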
# MT stabilizer cytotoxicity % – further read-out of MT stabilizer, marked with its call; toxicity, %; measured here: cytotoxicity by cell density;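 0% = mean cell density of plate MIN control wells and 100% = no cells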
# Myeloid diff 2 GFP+ MAC1+ % – further read-out of Myeloid diff 2, marked with its call; GFP+ MAC1+ double positive, %; measured here: differentiation confirmed by MAC1 staining
# Active calls of the source: *; i = inactive; . = not tested or not shown. Compounds as they come; any-hit rate near 3%.
SMILES,PMI inhibitors,Myeloid diff 2,Myeloid diff 2 GFP+ MAC1+ %,TNAP activation fold,Hep lipid drop,Hep lipid drop cells 6.5 µM,Dynein cargo inh,Dynein cargo inh cytoplasmic EGFP,Dynein cargo inh nuclear GR-EGFP,Dynein cargo inh cell count,b-catenin transl,b-catenin transl cell count 5 µM,Ins promoter up,Ins promoter up cell count,T cell HTS,T cell HTS vesicle-bound %,MT stabilizer,MT stabilizer Hoechst-high %,MT stabilizer cytotoxicity %
COC(=O)/C=c1\sc2n(c1=O)C(C)=CC(C)(C)N=2,-6%,i,0.4,1.1,-8,627,-1.5,0.074,-0.76,0.77,-2.6,1195,-0.08,1109,i,45,3.6,2.3,6.0
COC(=O)c1ccc(Cl)c(NC(=O)Cc2ccccc2[N+](=O)[O-])c1,2%,i,3.4,1.1,6,691,-1.1,-0.25,-0.61,0.57,-0.6,1184,-1.1,1521,i,56,7.0,2.0,11
COc1cccc(CN2CCN(C(=O)c3cccs3)CC2)c1OC,5%,i,0.5,1,.,.,-0.46,-0.19,0.25,0.13,-1.4,978,-0.07,1223,i,22,3.7,2.0,6.2
CCOC(=O)C1=C(C)OC(N)=C(C(=O)OCC)C1c1ccncc1 (stereo not drawn),-7%,i,0.4,1.1,.,.,1.6,-0.15,1.8,-0.66,-0.5,952,0.42,1162,i,18,3.4,2.5,14
CCc1nc2nc(C)cc(Nc3cccc(C(F)(F)F)c3)n2n1,11%,i,0.5,1.1,8,767,-1.1,-0.2,-0.13,0.62,-2.2,1093,-1.4,1345,i,29,4.1,1.9,5.8
CCc1ccc(-c2nnn(CCC#N)n2)cc1,-8%,i,0.1,1,-2,665,0.049,-0.28,0.076,0.13,2.0,976,-0.29,1309,i,63,11,0.8,11
COC(=O)C(C#N)C(c1cccnc1)c1c(C)[nH][nH]c1=O (stereo not drawn),12%,i,6.8,0.9,-1,756,-0.87,-0.21,-0.72,0.18,1.3,989,0.18,1287,i,28,3.8,1.8,5.9
O=C(/C=C/c1ccc(F)cc1)c1ccc(N2CCOCC2)cc1,.,i,0.3,.,2,716,-0.76,-0.22,-0.41,1.3,-3.7,1257,-0.43,1442,i,12,.,.,.
COc1ccc(N=c2sc3ccccc3n2C)cc1,6%,i,3.5,1.1,10,752,-0.51,-0.26,-0.3,0.25,-4.5,1274,.,.,i,28,3.2,2.1,5.4
O=C(N/C(=C\c1cccs1)C(=O)N1CCOCC1)c1cccs1,2%,i,0.4,1,5,756,-0.52,-0.13,0.21,-0.37,0.7,1017,0.42,1500,i,33,3.2,3.2,4.1
O=C1C(=O)N(Cc2cccnc2)C(c2ccccn2)/C1=C(/O)c1ccccc1 (stereo not drawn),2%,i,2.0,1.1,.,.,-0.088,-0.086,0.42,-0.94,1.1,1114,-0.53,928,i,36,5.6,2.7,2.1
COc1ccc(C(=O)On2c(-c3ccc(Br)cc3)nc3ccccc3c2=O)cc1,6%,i,0.5,1.1,3,576,-0.58,-0.21,-0.24,0.81,-1.3,1152,.,.,i,56,2.5,1.4,0.3
CC(C)(C)C(=O)Nc1nc2c(s1)CN(Cc1ccccc1)CC2,2%,i,1.1,1.1,-3,653,-0.15,-0.37,0.14,2,-0.8,1013,-0.74,1494,i,25,2.2,0.5,4.9
O=S(=O)(c1cc(C(F)(F)F)ccc1Cl)N1CCCCCC1,-1%,i,10,1.1,.,.,1.8,-0.13,1.2,-0.66,0.5,742,0.63,1166,i,8,2.4,1.5,3.4
CC(C)c1c(O)nc(SCC(=O)Nc2ccc3c(c2)CCC3)[nH]c1=O,7%,i,0.6,1.1,8,682,0.49,-0.18,0.75,-0.4,-1.0,1078,-0.26,1834,i,18,2.9,2.1,7.7
COc1ccc(NC(=O)C2Cc3ccccc3C(=O)O2)cc1 (stereo not drawn),.,i,2.1,.,2,640,-0.6,-0.68,-0.0074,-0.74,-1.9,1232,-0.4,896,i,38,.,.,.
Cc1cc(C)c2c(CN3CCOCC3)cc(=O)oc2c1C,.,i,0.3,.,-2,719,1.5,-0.022,1.3,-2,-0.4,1367,.,.,i,26,.,.,.
C[C@@H](O)C1NC(=O)[C@H](CCCCN)NC(=O)c2cc([N+](=O)[O-])cc(I)c2OCC[C@@H](C(N)=O)NC1=O (stereo partly drawn),-26%,i,2.7,1,-3,679,-0.27,-0.23,0.35,0.57,.,.,0.48,1181,i,28,5.0,2.2,6.8
Cc1ccc(SCCNC(=S)Nc2ccccc2)cc1,-2%,i,0.8,1,-1,658,-1.4,-0.28,-0.67,1.2,-0.6,1031,-0.35,1473,i,56,1.3,1.0,6.0
CCOCC(=O)Nc1ccc(S(=O)(=O)N2CCOCC2)cc1,22%,i,0.8,1.1,9,683,0.37,-0.26,0.32,-0.26,0.2,1035,0.23,1809,i,34,3.2,3.3,21
COc1ccc(C(=O)Nc2cccc(C(=O)NCc3ccccc3)c2)cc1,4%,i,0.3,1,.,.,-0.062,-0.28,0.17,0.76,0.7,1539,0.19,1507,i,28,2.5,2.0,0.6
COC(=O)Cn1cc(C(=O)C(C)(C)C)c2ccccc21,0%,i,0.5,1.1,0,733,-0.54,-0.23,-0.1,0.73,3.1,910,-0.09,1493,i,33,1.0,1.3,5.0
CC1(C)Cc2ccccc2C(NNC(=O)c2ccccc2)=N1,2%,i,0.2,2.2,1,706,-0.86,-0.12,-0.46,0.46,-0.5,1059,-0.45,1114,i,43,2.8,3.1,13
Nc1cc2nc3ccccc3oc-2cc1=O,.,i,4.4,.,8,665,-1.9,1.6,-0.83,0.69,-2.3,1113,1.7,997,i,30,.,.,.
CCOc1ccc(CCNS(=O)(=O)c2cccc3nsnc23)cc1OCC,14%,i,0.9,1,1,773,-0.092,-0.18,0.036,-0.46,0.0,946,0.52,1422,i,49,2.6,2.2,4.6
O=C(CCC1=NS(=O)(=O)c2ccccc2N1)NC1CCCCCCC1,11%,i,2.8,1.1,.,.,-0.54,-0.19,-0.24,0.57,0.0,1407,-0.15,1130,i,17,5.9,2.8,6.4
CCN1C(=O)c2ccc(C(=O)Nc3ncc(C)s3)cc2C1=O,-6%,i,0.3,1.1,11,651,-1.4,-0.22,-0.51,0.98,-1.9,1020,0.11,1509,i,41,2.8,1.7,0.1
CCOC(=O)N1CCN(Cc2nc(-c3cccs3)no2)CC1,5%,i,0.3,1.1,6,670,-0.85,-0.32,-0.54,1.1,0.3,931,0.17,1426,i,25,2.6,1.7,0.9
CSc1nc2ccccc2n1CC(=O)Nc1cc(C(F)(F)F)ccc1N1CCOCC1,1%,i,0.4,1.1,0,785,-0.081,-0.24,0.054,0.56,.,.,0.33,912,i,28,1.5,1.1,7.4
CCOC(=O)Cn1c(CCC(=O)O)ccc1-c1ccc(F)cc1,-28%,i,1.6,1.1,-16,748,0.57,-0.13,0.69,-0.49,-1.6,1183,-0.41,1185,i,22,4.5,2.6,6.8
C/C(=N\NC(=O)CC1N=C(Cc2ccccc2)NNC1=O)c1ccccc1 (stereo not drawn),-2%,i,3.3,1.1,.,.,0.66,-0.22,0.29,-0.29,0.2,1333,-0.01,1391,i,30,4.5,2.3,6.2
COc1ccc(N2C(=O)CCC(C(=O)N3CCCCCC3)C2c2ccc(OC)c(OC)c2)cc1 (stereo not drawn),-2%,i,1.2,1.1,.,.,1.5,0.62,0.53,-0.36,-1.2,1341,2.7,1639,i,63,3.7,1.5,4.1
Cc1cccc(C)c1NC(=O)COC(=O)COc1ccc2c(C)cc(=O)oc2c1,3%,i,0.6,1.4,0,652,-0.52,-0.33,-0.5,0.83,-0.4,1075,0.2,1549,i,34,2.4,3.7,7.3

# 2 compounds from above with just Dynein cargo inh nuclear GR-EGFP, T cell HTS and Dynein cargo inh:
molecule | Dynein cargo inh nuclear GR-EGFP | T cell HTS | Dynein cargo inh
COc1ccc(C(=O)Nc2cccc(C(=O)NCc3ccccc3)c2)cc1 | 0.17 | i | -0.062
CC1(C)Cc2ccccc2C(NNC(=O)c2ccccc2)=N1 | -0.46 | i | -0.86

# Copied from the list.
# Ins promoter up cell count with `CCN1C(=O)c2ccc(C(=O)Nc3ncc(C)s3)cc2C1=O` is entered as 1509
# b-catenin transl cell count 5 µM with `CCOC(=O)Cn1c(CCC(=O)O)ccc1-c1ccc(F)cc1` is entered as 1183
